# RXFP1 antagonist – blocks the human relaxin receptor RXFP1 | Q9HBX9 | HEK293-RXFP1, relaxin-stimulated cAMP HTRF, 30 min; hits give low values | activity change, negative = inhibition, % at 57.5 µM | 350,000 compounds, 0.59% hits;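 active = activity change of -60% or lower, but not beyond a set lower limit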; note: % is set by controls: 0 for no effect and ±100 for the full control effect
# D2 PAM – positively modulates the human D2 dopamine receptor allosterically; HEK293 T-REx D2, calcium flux, EC20 dopamine potentiation; potentiation, % at 10 µM; 340,000 compounds, 0.34% hits;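 active = potentiation over 3 SD above the plate norm, cut at about 30% in these data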; note: 0% is about no effect
#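 Cells plated with tetracycline inducer and held overnight at 30 C; calcium dye loaded 30–90 min at room temperature; baseline taken, compound added and read 180 s; EC20 dopamine then added and read 180 s.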
# D1 antagonist – blocks dopamine activation of the human D1 receptor; AID 504652; activity change, negative = inhibition, % at 10 µM; 360,000 compounds, 3.2% hits; HEK293 TREx D1 cells, calcium flux, dopamine EC80; hits give low values; P21728; in the data active = activity change below about -30%; note: % is set by controls: 0 for no effect and ±100 for the full control effect
# Target sequence (P21728 whole entry, looked up): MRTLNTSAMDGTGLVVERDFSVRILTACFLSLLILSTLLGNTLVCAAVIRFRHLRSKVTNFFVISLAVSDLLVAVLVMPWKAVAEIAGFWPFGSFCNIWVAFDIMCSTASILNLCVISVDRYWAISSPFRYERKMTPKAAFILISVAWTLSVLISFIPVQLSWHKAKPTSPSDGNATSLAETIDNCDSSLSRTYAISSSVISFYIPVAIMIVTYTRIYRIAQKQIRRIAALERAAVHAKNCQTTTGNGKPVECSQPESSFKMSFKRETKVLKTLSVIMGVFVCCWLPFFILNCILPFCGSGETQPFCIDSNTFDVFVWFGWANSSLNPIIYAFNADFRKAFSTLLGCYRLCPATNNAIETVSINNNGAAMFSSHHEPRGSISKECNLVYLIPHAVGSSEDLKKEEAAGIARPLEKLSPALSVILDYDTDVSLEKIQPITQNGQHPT
#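 Tetracycline-induced HEK293 Trex D1 cells, force-coupled to calcium, dye-loaded; compounds added and read 180 s, then EC80 dopamine added and calcium flux tracked kinetically another 180 s.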
# D1 ag – human D1 receptor agonism. HEK293 T-REx D1 cells, calcium flux, agonist mode. 360,000 compounds, 1% hits. P21728. activation, % at 2 µM; note: 0% is about no effect
#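 Tetracycline-induced HEK293 TREx D1 cells, force-coupled to calcium signalling, were dye-loaded with a no-wash calcium kit. Compound was pin-added after a 10 s baseline. Fluorescence was read kinetically at 1 cycle/s for 180 s, with calcium rises flagged as agonism.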
# D2 antagonist – antagonizes the human D2 dopamine receptor. inhibition, % at 10 µM. 340,000 compounds, 2% hits. P14416. HEK293 TREx D2 cells, calcium flux, dopamine EC80; in the data active = inhibition above about 30%; note: 0% is about no effect
#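 Inhibition of EC80 dopamine-driven calcium flux, recorded kinetically, defines activity here; cells are a tetracycline-induced HEK293 T-REx line expressing force-coupled D2.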
# TRHR ag – agonists of human TRH receptor | 360,000 compounds, 0.18% hits | activation, % at 2 µM | AID 493084 | TRHR cells, calcium flux fluo-8, FDSS agonist mode; note: 0% is about no effect
# Target sequence (P34981 whole entry, looked up): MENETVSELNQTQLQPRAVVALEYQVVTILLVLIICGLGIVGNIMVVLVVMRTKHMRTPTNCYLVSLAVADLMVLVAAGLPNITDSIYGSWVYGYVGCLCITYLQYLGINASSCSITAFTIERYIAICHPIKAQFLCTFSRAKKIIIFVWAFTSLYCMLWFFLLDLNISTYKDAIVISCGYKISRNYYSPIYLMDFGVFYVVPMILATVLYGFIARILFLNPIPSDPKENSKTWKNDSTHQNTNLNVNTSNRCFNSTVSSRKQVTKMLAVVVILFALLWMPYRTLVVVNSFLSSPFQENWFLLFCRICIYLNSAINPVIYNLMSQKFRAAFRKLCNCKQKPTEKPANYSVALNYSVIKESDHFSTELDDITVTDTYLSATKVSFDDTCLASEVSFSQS
#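 TRHR-expressing cells, plated overnight in medium with 10% serum, were loaded with fluo-8 calcium dye at room temperature. After a 10 s baseline, library compound was pin-added and calcium release was recorded kinetically (ex 480/em 530) as agonist response.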
# D2 agonist – agonists of human D2 dopamine receptor | P14416 | HEK293 T-REx D2 cells, calcium flux agonist mode | activation, % at 2 µM | 340,000 compounds, 0.53% hits | AID 485358;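 active = activation over 3 SD above normal in the single-dose calcium agonist read, cut at about 30% in these data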; note: 0% is about no effect
#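 HEK293 Trex D2 cells, tetracycline-induced, o/n 30 C 5% CO2; no-wash Ca dye, RT 30–90 min; 10-cycle baseline, 23 nl cpd added, kinetic Ca read 180 s; agonist hits = positive Ca response.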
# D1 potentiator – potentiators of human D1 dopamine receptor | potentiation, % at 10 µM | 360,000 compounds, 0.036% hits | HEK293 TREx D1 cells, calcium flux, dopamine EC20 potentiation | AID 504651; in the data active = potentiation above about 30%; note: 0% is about no effect
# TRHR PAM – allosteric enhancers of human TRH receptor. P34981. TRHR cells, fluo-8 calcium fluorescence, EC20 TRH enhancement. enhancement, % at 2 µM. 360,000 compounds, 0.66% hits. AID 493056; in the data active = enhancement above about 30%; note: 0% is about no effect
#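 Enhancer read-out: after compound pinning and an initial kinetic agonist-mode read, an EC20 of TRH (10 nM final) was injected and fluo-8 calcium signal (Ex 480/Em 530) followed at 1 s/cycle for 100 cycles in TRHR-expressing cells.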
# * marks the source's active call; other numbers are inactive results; . = not tested or not shown. Cut-off read from the data, not from the text of the source, unless noted: active = activation above about 30%; inactive = the rest.
1	CN(CC(=O)N1CCOCC1)S(=O)(=O)c1cc(Cl)ccc1Cl
2	CC(C)(C)c1ccc(C(=O)Nc2ccc(NC(=O)c3ccc(Cl)c(Cl)c3)cc2)cc1
3	CCn1c(SCC(=O)NCCc2ccccc2)nnc1C(C)C
4	Cc1ccnc2nc(C(=O)OCC(=O)c3ccc(Cl)cc3)nn12
5	CCn1cc(S(=O)(=O)c2ccccc2)c(=O)c2cc(F)c(N3CCCC3)cc21
6	CCNC(=S)NNC(=O)CCc1nc2cc(Cl)ccc2n(Cc2ccccc2)c1=O
7	CCOc1ccc(C2CC(=O)c3c([nH]c(C(=O)OC4CCCCCC4)c3C)C2)cc1 (stereo unspecified)
8	Cc1ccc(-n2c(SCC(=O)N3CC(=O)Nc4ccccc43)nc3ccccc3c2=O)cc1
9	O=C(Nc1nccs1)c1cccc(N2C(=O)C3C4C=CC(C4)C3C2=O)c1 (stereo unspecified)
10	Cc1cccc(C)c1NC(=O)C(NC=O)c1ccccc1 (stereo unspecified)
assay / compound	1	2	3	4	5	6	7	8	9	10
RXFP1 antagonist	-11	-1	9	-1	-29	6	-12	-6	-12	2
D2 PAM	-1	-1	.	10	11	19	-5	-1	-5	2
D1 antagonist	6	28	4	-4	17	-7	0	-6	-3	1
D1 ag	17	0	1	4	4	1	-1	11	0	2
D2 antagonist	-4	.	7	-11	.	-2	.	14	-1	-6
TRHR ag	-1.6	1.2	-0.2	1.4	-1.3	-0.4	0.6	3.0	-0.2	1.4
D2 agonist	-2.5	-1.8	-0.2	0.8	-2.1	-0.4	0.6	2.7	0.4	-0.7
D1 potentiator	.	-3	0	0	-4	-6	-4	-11	-1	-1
TRHR PAM	1	3	1	1	8	5	4	-2	0	0

11	COc1ccc(NS(=O)(=O)c2ccc(-c3coc(C)n3)cc2)c(OC)c1
12	CS(=O)(=O)N1CCN(Cc2ccc([N+](=O)[O-])cc2)CC1
13	CCOc1ccc(NC(=O)c2nn(C)c(C(=O)Nc3ccc(OCC)cc3)c2[N+](=O)[O-])cc1
14	Cc1cc(NC(=O)CCCN2C(=O)c3cccnc3C2=O)ccc1Br
15	CC(NC(=O)NCc1cccnc1)(C(F)(F)F)C(F)(F)F
16	N#CCC(=O)Nc1ccc(C(=O)OCC(=O)NCc2ccc3c(c2)OCO3)cc1
17	Cc1nonc1C(=O)N/N=C/c1ccncc1
18	Cc1ccc(NC(=O)C(=O)NCCN2CCN(C(=S)Nc3ccccc3)CC2)cc1
19	O=C(O)[C@H]1CCCC[C@H]1C(=O)NCCNC(=O)[C@@H]1CCCC[C@@H]1C(=O)O
20	CCC(C)(C)C1CCc2[nH]nc(C(=O)O)c2C1 (stereo unspecified)
assay / compound	11	12	13	14	15	16	17	18	19	20
RXFP1 antagonist	-4	-11	6	-2	-13	-7	10	-6	5	.
D2 PAM	17	-8	-2	-9	1	-6	-2	6	-4	7
D1 antagonist	-33*	-11	-9	-11	-15	-27	3	-34*	12	-22
D1 ag	8	2	3	1	2	2	1	4	2	0
D2 antagonist	-28	11	.	9	-15	44*	.	-9	-6	-4
TRHR ag	-0.7	1.3	0.1	-0.4	-0.8	0.7	0.2	-0.8	1.2	-0.1
D2 agonist	-0.2	0.7	.	5.6	2.4	0.4	.	-0.3	-0.7	0.3
D1 potentiator	-8	-3	-15	-6	0	5	-2	-3	3	-5
TRHR PAM	11	-17	-4	0	2	5	-6	0	3	6

21	O=C(c1ccncc1)N1CCN(C(=O)c2cccs2)CC1
22	CCOC(=O)c1c(NC(=O)CSc2nnc(C)c(=O)[nH]2)sc2c1CCCC2
23	COc1ccccc1CC(=O)NC1CC(C)(C)NC(C)(C)C1
24	CCc1nnc(NC(=O)C2CCCN(c3nc(C)cc(C)n3)C2)s1 (stereo unspecified)
25	CCOC(CC(=O)NNC(=O)c1c(-c2ccccc2Cl)noc1C)OCC
26	CCCOc1cccc(C(=O)NCCNC(=O)c2ccccn2)c1
27	Cc1ccc(S(=O)(=O)N(C)Cc2ccc(C(=O)NN=C(CC(C)C)CC(C)C)cc2)cc1
28	CCc1ccc(NC(=O)CSc2nncn2-c2cccnc2)cc1
29	CCOc1ccc(OCCOCCN2CCOCC2)cc1
30	CCOC(=O)c1[nH]c2ccccc2c1N=C(C)N(CC)CC
assay / compound	21	22	23	24	25	26	27	28	29	30
RXFP1 antagonist	-3	-22	2	15	3	5	-3	0	1	1
D2 PAM	-5	1	-8	11	10	-10	-3	.	-3	-3
D1 antagonist	4	1	7	5	23	-6	-6	-16	14	-5
D1 ag	4	1	7	0	1	-1	2	0	5	3
D2 antagonist	13	0	1	0	-1	-10	-10	4	1	-3
TRHR ag	0.0	0.3	-0.8	-0.1	-0.1	-0.4	-0.7	-0.2	0.3	1.1
D2 agonist	-0.1	-1.2	5.0	3.3	0.0	0.2	-1.3	6.1	0.1	1.5
D1 potentiator	-3	-2	2	1	5	-1	-2	-6	0	-1
TRHR PAM	10	2	-3	2	3	8	-11	-4	4	0

31	COc1ccc2cc(-c3nc4ccc(C(=O)O)cc4[nH]3)c(=O)oc2c1
32	Cc1cc(NC(=O)c2ccc(Cl)cc2Cl)n(CCC#N)n1
33	COC(=O)COc1ccc(S(=O)(=O)N2CCN(c3ccccc3)CC2)cc1
34	Cc1ccc(CNS(=O)(=O)c2cc(F)ccc2CN2C(=O)c3cccnc3C2=O)o1
35	CS(=O)(=O)c1ccc(C(=O)N2CCN(Cc3ccccc3)CC2)cc1
36	Brc1ccc(-c2nc3ncccn3c2NC2CCCCC2)o1
37	COCC1CCCN(Cc2cn(-c3ccccc3F)nc2-c2cc(C)sc2C)C1 (stereo unspecified)
38	Cc1ccc(-c2csc3nnc(SCC(=O)NCc4ccc5c(c4)OCO5)n23)cc1
39	COc1ccc(COC(=O)CCS(=O)(=O)c2ccc(C)cc2)cc1
40	COc1cc(C(=O)NCC(c2cccs2)S(=O)(=O)c2ccc(F)cc2)cc(OC)c1OC (stereo unspecified)
assay / compound	31	32	33	34	35	36	37	38	39	40
RXFP1 antagonist	-1	-5	-10	26	-3	-7	-9	13	0	.
D2 PAM	2	.	-4	-8	-6	-1	-17	.	15	5
D1 antagonist	7	-4	-22	-15	2	10	8	2	-44*	.
D1 ag	2	0	4	3	1	4	2	-1	7	-4
D2 antagonist	.	.	-10	12	13	-14	41*	-8	-12	.
TRHR ag	0.7	-0.2	0.0	-0.2	0.9	0.5	0.6	-1.8	-1.1	-0.9
D2 agonist	-0.3	.	-1.1	0.6	21	0.2	2.5	2.4	-0.9	0.4
D1 potentiator	-1	6	-3	-3	-4	1	1	-4	1	4
TRHR PAM	-3	1	-3	-5	-1	2	32*	1	4	10

41	O=C(O)c1ccc(NC(CSCc2ccc(F)cc2)C(=O)O)c([N+](=O)[O-])c1 (stereo unspecified)
42	CC1(C(=O)N2CCC(CC3CC(c4cccc(Br)c4)=NO3)(C(=O)NCC3CCCCC3)CC2)CC1 (stereo unspecified)
43	O=C(O)c1csc(-c2ccccc2)n1
44	COc1ccc(NC(=O)CO/N=C2/CCCc3nonc32)c(OC)c1
45	CN(C)CCCn1c2c(c(SCC(=O)Nc3ccc4c(c3)OCCO4)nc1=O)CCC2
46	Cc1ccc(C2C(=O)N(C3CCCCCC3)CC(=O)N2CCC2=CCCCC2)cc1 (stereo unspecified)
47	O=C(O)c1ccc(/C=N/Nc2nnnn2-c2ccccc2)cc1
48	CCOC(=O)C1CCCN(Cc2cn(C)nc2-c2ccc3c(c2)OCCO3)C1 (stereo unspecified)
49	Cc1cccc(N(C)S(=O)(=O)c2cc3[nH]c(=O)c(=O)[nH]c3cc2C)c1
50	CCCn1c(=N)n(CC(=O)c2ccco2)c2ccccc21
assay / compound	41	42	43	44	45	46	47	48	49	50
RXFP1 antagonist	7	.	6	3	-12	2	-19	-3	0	9
D2 PAM	2	-8	1	4	-2	-9	.	1	-11	8
D1 antagonist	0	8	3	-32*	2	6	5	-2	1	-1
D1 ag	3	3	6	6	2	-2	2	-1	0	4
D2 antagonist	-6	-15	-11	10	.	.	.	-14	.	-3
TRHR ag	0.7	-0.2	0.1	-0.8	-0.4	-0.2	-0.5	2.5	0.5	0.1
D2 agonist	0.1	0.8	0.9	-0.5	.	0.4	.	0.2	-1.1	-0.3
D1 potentiator	-3	0	-3	-2	1	2	-5	-1	-2	5
TRHR PAM	8	1	9	1	5	-3	0	6	13	-1

51	Cc1ccc(CNc2oc(-c3ccco3)nc2C#N)cc1
52	COc1cc(C(=O)NCCC(c2ccccc2)c2ccccc2)cc(OC)c1OC
53	Cc1ccccc1C(=O)N1CCC(C(=O)Nc2ccc(F)cc2)CC1
54	COc1ccc(S(=O)(=O)N2CC3CCCN3c3ccc(C(F)(F)F)cc32)cc1 (stereo unspecified)
55	Cc1ccc(N2CC(C(=O)NCCc3ccc(S(N)(=O)=O)cc3)CC2=O)cc1 (stereo unspecified)
56	Nc1ccc2c(c1)nnn2-c1ccccc1
assay / compound	51	52	53	54	55	56
RXFP1 antagonist	-13	13	7	-13	19	2
D2 PAM	-3	-16	7	-1	-2	9
D1 antagonist	-37*	4	23	-19	9	6
D1 ag	2	6	-3	3	3	0
D2 antagonist	5	11	-2	7	-6	4
TRHR ag	2.2	-0.5	0.0	0.5	0.0	-0.3
D2 agonist	1.8	0.6	1.1	0.2	-0.6	-2.4
D1 potentiator	-7	-2	1	3	-1	1
TRHR PAM	-10	-7	-5	3	3	5

# Of the compounds above, 6 have an aryl thioether with sulfur outside any ring.
3	CCn1c(SCC(=O)NCCc2ccccc2)nnc1C(C)C
8	Cc1ccc(-n2c(SCC(=O)N3CC(=O)Nc4ccccc43)nc3ccccc3c2=O)cc1
22	CCOC(=O)c1c(NC(=O)CSc2nnc(C)c(=O)[nH]2)sc2c1CCCC2
28	CCc1ccc(NC(=O)CSc2nncn2-c2cccnc2)cc1
38	Cc1ccc(-c2csc3nnc(SCC(=O)NCc4ccc5c(c4)OCO5)n23)cc1
45	CN(C)CCCn1c2c(c(SCC(=O)Nc3ccc4c(c3)OCCO4)nc1=O)CCC2
assay / compound	3	8	22	28	38	45
RXFP1 antagonist	9	-6	-22	0	13	-12
D2 PAM	.	-1	1	.	.	-2
D1 antagonist	4	-6	1	-16	2	2
D1 ag	1	11	1	0	-1	2
D2 antagonist	7	14	0	4	-8	.
TRHR ag	-0.2	3.0	0.3	-0.2	-1.8	-0.4
D2 agonist	-0.2	2.7	-1.2	6.1	2.4	.
D1 potentiator	0	-11	-2	-6	-4	1
TRHR PAM	1	-2	2	-4	1	5
